cardiac RTF act = increases calcium sensitivity of human cardiac regulated thin filaments | activation, % at 7.2 µM | 340,000 compounds, 0.24% hits | P19429+P45379 | IANBD-labeled TnC RTF fluorescence at EC20 calcium; 0% EC20 calcium, 100% full calcium | AID 493008;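 active = activation above the mean over all tested compounds plus 3 SD, cut at about 30% in these data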;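 note: rise in fluorescence read as greater calcium sensitivity of cardiac thin filaments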
CAL PDZ FP-1 = blocks peptide binding to human CAL PDZ domain; Q9HD26; purified CAL PDZ, TMR-peptide fluorescence polarization, 1 h; inhibition, % at 20 µM; 330,000 compounds, 0.02% hits; AID 504414;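 active = highest replicate inhibition of at least 40%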;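 note: plate controls were DMSO neutral control wells for no effect and unlabeled competitor peptide control wells for full effect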
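Material: tagged CAL PDZ protein CerCALP, purified; buffer or medium: sodium phosphate/NaCl buffer pH 7.4 with TCEP, IgG, Thesit; also added: fluorescent TMR peptide probe; schedule: 1 h incubation at room temperature before polarization reading; technique: fluorescence polarization from S- and P-plane intensities, G-factor corrected; control set: unlabelled peptide and DMSO controls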
dFosB act = activators of mouse delta FosB homodimer | P13346 | purified delta FosB, TAMRA-CDK5 oligo fluorescence polarization; percent of positive-control signal above neutral wells | activation, % at 25 µM | 340,000 compounds, 0.99% hits | AID 493131;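 active = mean activation above about 17%, with every replicate also reaching it, limit read from the data, passing the limit was not always enough; inconclusive = only one of the two conditions met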;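 note: fluorescence polarization rise as delta FosB binds a TAMRA Cdk5 AP-1 oligo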
Target sequence (P13346 whole entry, looked up): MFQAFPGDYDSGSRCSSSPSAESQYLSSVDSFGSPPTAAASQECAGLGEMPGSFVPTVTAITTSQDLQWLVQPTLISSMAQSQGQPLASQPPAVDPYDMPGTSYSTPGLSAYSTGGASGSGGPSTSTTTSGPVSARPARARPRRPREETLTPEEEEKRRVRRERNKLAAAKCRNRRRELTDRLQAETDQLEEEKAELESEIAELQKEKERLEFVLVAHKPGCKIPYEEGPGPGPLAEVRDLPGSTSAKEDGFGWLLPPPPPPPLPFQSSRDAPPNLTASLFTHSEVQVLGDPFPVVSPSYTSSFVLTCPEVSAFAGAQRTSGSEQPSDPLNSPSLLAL
Rtt109 Vps75 = C. albicans Rtt109 histone acetyltransferase inhibition. Q5AAJ8. purified Rtt109/Vps75, ThioGlo CoA-SH fluorescence, 4 h. inhibition, % at 34.9 µM. 330,000 compounds, 0.16% hits;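 active = inhibition of at least 50% in every replicate; inconclusive = best replicate reaches 50% inhibition but some replicates fall short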
Wnt bcat act = activators of Wnt/beta-catenin signaling | Wnt/beta-catenin reporter cell assay, activator, plate reader | activation, % at 9.35 µM | 300,000 compounds, 1.2% hits; in the data active = activation above about 30%, passing the limit was not always enough; inconclusive = no clear call, values can overlap the other calls;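 note: 0% = neutral control wells and 100% = positive control wells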
V-ATPase pHluor = alters yeast V-ATPase proton transport; S. cerevisiae, pHLuorin cytosolic pH fluorescence; response, % at 10 µM; 350,000 compounds, 0.37% hits; AID 504577; in the data active = response mostly above about 7.3%, no sharp cut-off; inactive = mostly below about 5.4%; note: actives read high; inactives centre near 0; some compounds called inactive have numbers as strong as hits
CDK5 p35 inh = CDK5/p35 (human) kinase inhibition; Recombinant CDK5/p35, ADP-Glo luminescence, 60 min; 330,000 compounds, 0.01% hits; Q00535+Q15078; AID 488839; inhibition, % at 10 µM;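 active = highest replicate inhibition of at least 50% and at least 75% of replicates reaching 50%; inconclusive = only one of the two criteria met; inactive = both criteria failed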;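 note: plate controls were DMSO neutral control for no effect and GW8510 at 10 µM for full effect; many of its hits are not listed in these tables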
Target sequence (Q00535 whole entry, looked up): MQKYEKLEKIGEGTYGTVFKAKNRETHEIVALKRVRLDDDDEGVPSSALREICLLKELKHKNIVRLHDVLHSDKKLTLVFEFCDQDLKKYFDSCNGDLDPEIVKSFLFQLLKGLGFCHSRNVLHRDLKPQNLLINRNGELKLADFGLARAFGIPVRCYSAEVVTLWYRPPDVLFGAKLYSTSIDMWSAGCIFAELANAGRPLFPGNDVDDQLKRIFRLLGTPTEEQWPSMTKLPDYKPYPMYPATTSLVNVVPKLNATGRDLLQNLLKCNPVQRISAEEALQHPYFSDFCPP
Target sequence (Q15078 whole entry, looked up): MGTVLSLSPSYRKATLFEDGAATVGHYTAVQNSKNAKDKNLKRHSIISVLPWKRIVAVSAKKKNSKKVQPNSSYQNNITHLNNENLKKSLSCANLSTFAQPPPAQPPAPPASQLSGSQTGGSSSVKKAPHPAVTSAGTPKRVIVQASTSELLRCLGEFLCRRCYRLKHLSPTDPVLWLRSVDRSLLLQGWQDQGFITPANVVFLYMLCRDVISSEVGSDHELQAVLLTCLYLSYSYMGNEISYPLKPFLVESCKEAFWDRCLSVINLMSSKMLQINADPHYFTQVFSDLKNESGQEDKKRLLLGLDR
MITF TRPM1 HTS = activators of MITF-driven TRPM1 promoter activity in SK-MEL-5 cells; AID 588334; 300,000 compounds, 0.75% hits; activation, % at 12.5 µM; SK-MEL-5 TRPM1-promoter luciferase, 24 h; % of positive control, neutral wells = 0;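 active = mean activation of at least 80% with every replicate also reaching 80%; inconclusive = mean reaches 80% but some replicate falls short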;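 note: 0% = neutral control wells and 100% = parthenolide positive control wells; values of inactives mirror those of a sister screen read the other way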
Tat export inh = E. coli Tat transport inhibition | E. coli MC4100 TorA-mCherry Tat export, fluorescence | inhibition, % at 10 µM | 340,000 compounds, 0.036% hits;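 active = mean replicate inhibition at least 50% and at least half of replicates individually reaching 50%; inconclusive = only one of the two criteria met; inactive = neither criterion met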;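 note: exported cargo escapes ClpAP degradation while cytoplasmic cargo is degraded and loses fluorescence; 0% = median of neutral control wells and 100% = median of NaSCN control wells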
CAL PDZ FP-2 = inhibitors of human CAL PDZ peptide binding; purified CAL PDZ, TMR-peptide fluorescence polarization, 1 h; inhibition, % at 24.9 µM; 300,000 compounds, 0.92% hits; AID 602252;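 active = mean inhibition of at least 30% with at least half of replicates also reaching 30%; inconclusive = no clear call, values can overlap the other calls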;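 note: 0% = DMSO neutral control and 100% = excess unlabeled competitor peptide PRC23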
* marks the source's active call; other numbers are inactive results; u = inconclusive; x = not tested or not shown.

SMILES	cardiac RTF act	CAL PDZ FP-1	dFosB act	Rtt109 Vps75	Wnt bcat act	V-ATPase pHluor	CDK5 p35 inh	MITF TRPM1 HTS	Tat export inh	CAL PDZ FP-2
CC1(c2nnc(-c3cccc(Cl)c3)o2)CC(c2ccccc2)=NO1 (stereo unspecified)	0.0	0.7	3.7	7.7	0.7	3.6	-1.6	-2.4	1.0	-3.6
O=C1C(=O)c2ccccc2C(O)=C1c1cccc([N+](=O)[O-])c1	x	0.0	-4.3	4.3	0.1	0.4	1.7	x	6.9	-2.6
COc1cc(C=CC(=O)OCC=Cc2ccc3c(c2)OCO3)cc(OC)c1OC	-2.2	0.9	-4.6	-1.6	-2.8	0.3	1.0	-3.6	19.1	x
COC(=O)c1ccc(NC(=O)Cn2nc(-c3ccncc3)nc2SCC(=O)Nc2nccs2)cc1	-2.3	-1.0	-4.0	-5.2	x	3.8	-0.8	x	6.5	3.1
CCn1c(SCC(N)=O)nc2c(c1=O)C1(CCCC1)Cc1ccccc1-2	-5.1	-0.6	-10.4	11.1	x	0.9	1.4	-4.7	5.7	-4.0
Cc1cccn2c(=O)c3cc(C#N)c(=N)n(Cc4cccnc4)c3nc12	-2.5	-0.1	-4.3	-12.7	x	-6.2	-1.3	x	-5.3	x
Cc1cc(-c2csc(NC(=O)c3ccc(=O)n(C)n3)n2)c(C)n1CC1CCCO1 (stereo unspecified)	-2.1	0.3	-15.8	2.0	x	-0.4	1.0	-6.2	-6.4	-5.0
COc1cc(CN(C)C(=O)C2CCN(S(=O)(=O)c3cccs3)CC2)ccc1OC(F)F	5.3	0.4	-10.7	8.6	-3.4	1.8	-1.1	-5.9	-0.2	x
CC(C)N1C(=O)S/C(=C/c2cccnc2)C1=O	0.8	-0.9	1.2	-0.4	1.7	1.2	2.1	9.6	1.3	-7.8
Cc1ccc(C2C=C(c3ccccc3)Nc3nc(N4C(=O)CCC4=O)nn32)cc1 (stereo unspecified)	x	-2.4	-23.4	-423.3	-0.6	0.0	0.2	4.4	-0.8	5.1
CCOc1ccc(C(C)=O)cc1CN1C(=O)NC2(CCCCCCC2)C1=O	-8.6	-2.8	-4.1	-10.3	-2.0	-1.9	-0.2	0.1	7.7	0.5
N#Cc1ccccc1S(=O)(=O)N1CCN(C(=O)c2cccc(S(=O)(=O)N3CCCC3)c2)CC1	-1.0	0.3	-5.5	-2.3	-4.0	-0.4	-0.6	3.2	-12.8	x
Nc1nonc1-n1nnc(C(=O)N/N=C/c2ccc(Br)cc2)c1-c1ccc2c(c1)OCO2	1.1	0.5	20.8*	-0.8	-1.8	-0.7	1.1	7.2	-8.6	3.8
CCN(CC)c1ccc(NC(=O)C2CCCN(S(=O)(=O)c3cnc[nH]3)C2)c(C)c1 (stereo unspecified)	2.7	0.2	-3.8	-6.7	-5.5	-3.5	0.5	-7.6	10.8	x
Cc1cccc(C)c1N(CC(=O)N/N=C/c1cc(Br)c(C)o1)S(C)(=O)=O	-8.7	-2.9	-13.6	x	-2.6	-0.4	-3.0	7.9	4.4	-3.8
COc1ccc(C(=O)NCCS(=O)(=O)N2CCc3ccccc3C2)cc1OC	-2.8	-1.0	-4.1	-0.6	0.0	-2.4	-0.2	-8.3	0.6	x
CO/N=C/C(=N\Nc1cc(OC)cc(OC)c1)C(=O)c1ccccc1	0.9	-0.4	-7.7	x	-0.1	3.6	2.0	8.8	7.7	2.0
CN(C)Cc1ccc(O)c(CCc2ccccc2)n1	-1.6	-1.6	-4.4	-7.0	x	1.1	0.1	x	3.8	x
Cc1c(Cl)c(C(=O)N2CCCC2)nn1C	-4.3	24.1	3.2	-17.8	-1.6	0.1	-1.2	-5.4	4.2	6.1
COc1ccccc1/C=N/Nc1cc(C)nc(N2CCOCC2)n1	1.2	-0.3	-6.3	0.9	1.8	-2.8	-1.5	x	-8.2	x

(next part)
SMILES	cardiac RTF act	CAL PDZ FP-1	dFosB act	Rtt109 Vps75	Wnt bcat act	V-ATPase pHluor	CDK5 p35 inh	MITF TRPM1 HTS	Tat export inh	CAL PDZ FP-2
O=C(NCc1ccc(C(F)(F)F)cc1)c1ccc2c(c1)S(=O)(=O)c1ccccc1C2=O	-4.8	0.2	-2.8	8.8	-3.3	0.0	1.1	-9.2	0.4	3.7
Cc1ccnc(NS(=O)(=O)c2ccccc2)c1	0.3	0.0	4.6	-13.5	0.9	-0.9	-0.3	-6.9	-2.1	x
Cc1ccc2c(c1)C(=O)N1[C@H]3c4cc(Br)ccc4OC[C@@H]3[C@H](c3ccccc3)[C@]1(C)C(=O)N2	3.9	1.0	-3.5	-7.4	-7.9	2.7	-0.4	3.0	-6.2	-7.4
COc1cc(CNCCc2ccc(S(N)(=O)=O)cc2)ccc1OCc1ccc(Cl)cc1	-0.1	-2.0	-5.0	-7.3	-0.7	-1.9	-1.8	9.3	1.4	1.7
CCN(CC)C(=O)[C@H]1C[C@H](CC(=O)NCc2ccc(OC)c(OC)c2)C(=O)N2CCc3c([nH]c4cc(CCC(=O)N(C)C)ccc34)[C@]12C	-5.4	-2.9	-11.1	6.3	-1.1	3.7	0.8	-0.7	6.1	-0.1
CCCOc1ccc(Oc2ccc(S(=O)(=O)N3CCN(C)CC3)cn2)cc1	-0.3	-2.0	-4.9	-4.0	3.7	0.3	0.1	-12.4	-0.5	-2.1
CCCNC(=S)N1CCN(CC)CC1	0.9	0.6	-3.3	3.5	x	-2.9	1.2	7.4	-0.2	3.9
COc1ccccc1-n1c(C)c(C(=O)O)c2cc(OC)c3ccccc3c21	2.4	1.0	-9.5	0.9	-0.6	1.2	0.9	-16.5	5.6	1.7
COc1ccccc1CNC(=O)CN(Cc1ccc(Cl)cc1)S(C)(=O)=O	-2.5	0.9	-1.6	-0.7	0.4	-1.5	2.6	3.0	-5.0	-0.2
CSCCC(NC(=O)c1ccc(Cl)cc1Cl)C(=O)NNC(=O)c1ccncc1 (stereo unspecified)	3.3	-2.1	1.4	-0.1	2.5	1.4	-0.8	x	-2.3	-5.1
COc1ccc(CNCCC2(Cc3ccccc3)CC(C)N(C)CC2C)cc1OC (stereo unspecified)	-2.4	0.4	-10.4	14.1	-1.5	-2.0	-3.9	22.5	-3.6	x
Cn1nccc1C(=O)N1CCC(Cc2ccccc2)CC1	0.5	-1.8	-2.9	2.6	-1.7	2.1	-1.5	-0.7	0.1	23.7
O=C(CN1C(=O)/C(=C/c2ccccc2)SC1=S)Nc1ncc(Cc2ccccc2)s1	2.6	-1.7	4.6	4.3	x	-1.3	1.4	-0.3	-2.8	-8.0
CC1=NN(c2ccccc2)C(=O)/C1=C\c1cc(C)n(-c2cccnc2)c1C	-4.2	0.0	-19.1	12.1	23.5	0.5	1.3	17.7	13.7	-7.1
COC(=O)c1sccc1NC(=O)Nc1ccccc1OC	-0.5	-2.7	-1.7	10.9	-0.9	-2.1	-1.3	-12.2	-6.2	-1.8
Cc1ccc(S(=O)(=O)N2CCCCC2)cc1NC(=O)CSc1nc(N)cc(=O)[nH]1	-4.7	-0.4	2.7	-3.5	1.9	-4.2	0.1	-9.0	3.0	-2.1
C[C@@]12CCC=C[C@H]1[C@H](c1ccc3ccccc3c1/C=C/c1ccccc1)N(Cc1ccccc1)C2=O	-5.3	-0.8	-0.1	2.8	-12.9	-4.0	0.6	6.3	8.4	-3.2
Cc1nc2[nH]c(=S)[nH]c(=O)c2nc1C	0.3	0.8	2.1	-2.8	3.3	0.9	2.3	-9.1	3.7	6.4
CCc1ccc(NC(=O)CNC(=O)c2nn(-c3ccc(OC)cc3)c(=O)c3ccccc23)cc1	5.1	-2.6	-0.5	-80.4	-5.3	-4.0	-0.8	-5.1	-9.6	-8.7
COc1cc(C)c(Cl)cc1S(=O)(=O)N1CCSC1	-5.0	0.1	-12.5	4.3	0.0	-5.0	2.0	x	1.8	-5.8

Next section
SMILES	cardiac RTF act	CAL PDZ FP-1	dFosB act	Rtt109 Vps75	Wnt bcat act	V-ATPase pHluor	CDK5 p35 inh	MITF TRPM1 HTS	Tat export inh	CAL PDZ FP-2
O=C(C1CCCN(Cc2ccccc2Cl)C1)N1CCCCC1 (stereo unspecified)	1.6	-1.0	0.9	11.7	0.0	2.6	3.9	-7.6	6.7	1.5
Cc1cccc(-n2nc([N+](=O)[O-])c(N3CCN(C(=O)c4ccco4)CC3)[n+]2[O-])c1	0.1	-1.5	4.2	-8.3	1.0	-2.8	0.8	-11.6	0.1	3.5
Cc1[nH]c(C)c(S(=O)(=O)N2CCN(c3ccc(Cl)cc3)CC2)c1C(=O)N1CCCC1	-0.5	-1.8	-7.7	-3.3	1.5	6.5	-1.7	-8.2	-5.3	-3.4
NC(=O)N/N=C/c1cc(Br)ccc1OCC(=O)NCc1ccccc1	1.1	-1.3	-6.6	6.7	-1.6	-6.9	0.8	-4.5	11.9	-1.0
CCCCC1(CC)SCC(=O)NC1=O (stereo unspecified)	6.7	0.2	6.0	11.2	2.7	-2.6	-2.6	7.5	0.7	-3.9
Cn1c(CN2CCOCC2)nnc1SCc1ccccc1	-3.8	-0.4	-2.8	0.0	-2.4	-5.0	0.3	-10.1	-1.4	2.8
Cc1ccsc1/C=N/NC(=O)c1cccs1	-0.2	-1.8	-17.7	-1.8	x	0.0	-2.6	56.2	4.0	-2.5
O=C1CCC(C(=O)OCc2cc(=O)oc3ccc4ccccc4c23)=NN1	1.9	-0.9	5.6	-7.0	1.4	6.0	-1.7	2.4	0.8	0.1
Cc1ccc(S(=O)(=O)NCCNc2ccc([N+](=O)[O-])cc2)cc1	-2.4	-2.8	-4.8	5.5	-2.7	-0.3	0.7	-6.4	7.3	-4.1
CCc1cc(C(c2ccc(F)cc2)N2CCOCC2)c(NC(=O)c2ccccc2)s1 (stereo unspecified)	4.6	-0.9	-3.0	-3.9	x	7.6	1.6	13.0	-4.4	-2.5
O=C(CSCc1ccc(Cl)cc1)Nc1ccc2c(c1)OCO2	-5.7	-0.8	1.8	4.5	x	-2.7	0.4	1.8	-3.4	-2.4
Cc1cc(C(=O)N2CCN(c3ccccc3)CC2)no1	7.7	0.2	3.0	-5.5	0.6	-4.5	-0.2	11.0	u	-2.2
Cc1cc(SCC(=O)N(C)C2CCCCC2)nc2ccccc12	0.9	-0.3	-8.8	-4.0	-0.7	-0.5	-1.0	-9.8	-2.4	0.1

Part of the list above in order of number of heavy atoms, falling:
SMILES	cardiac RTF act	CAL PDZ FP-1	dFosB act	Rtt109 Vps75	Wnt bcat act	V-ATPase pHluor	CDK5 p35 inh	MITF TRPM1 HTS	Tat export inh	CAL PDZ FP-2
CCc1cc(C(c2ccc(F)cc2)N2CCOCC2)c(NC(=O)c2ccccc2)s1 (stereo unspecified)	4.6	-0.9	-3.0	-3.9	x	7.6	1.6	13.0	-4.4	-2.5
O=C(CSCc1ccc(Cl)cc1)Nc1ccc2c(c1)OCO2	-5.7	-0.8	1.8	4.5	x	-2.7	0.4	1.8	-3.4	-2.4
Cc1ccsc1/C=N/NC(=O)c1cccs1	-0.2	-1.8	-17.7	-1.8	x	0.0	-2.6	56.2	4.0	-2.5

Bioassay records from PubChem.
